# TcdB inh: TcdB glycohydrolase inhibition | P18177 | AID 652162 | TcdB glycohydrolase enzymatic assay, plate reader | inhibition, % at 9.99 µM | 0.24% of 350,000 active; in the data active = inhibition above about 10%
# Target sequence (P18177 whole entry, looked up): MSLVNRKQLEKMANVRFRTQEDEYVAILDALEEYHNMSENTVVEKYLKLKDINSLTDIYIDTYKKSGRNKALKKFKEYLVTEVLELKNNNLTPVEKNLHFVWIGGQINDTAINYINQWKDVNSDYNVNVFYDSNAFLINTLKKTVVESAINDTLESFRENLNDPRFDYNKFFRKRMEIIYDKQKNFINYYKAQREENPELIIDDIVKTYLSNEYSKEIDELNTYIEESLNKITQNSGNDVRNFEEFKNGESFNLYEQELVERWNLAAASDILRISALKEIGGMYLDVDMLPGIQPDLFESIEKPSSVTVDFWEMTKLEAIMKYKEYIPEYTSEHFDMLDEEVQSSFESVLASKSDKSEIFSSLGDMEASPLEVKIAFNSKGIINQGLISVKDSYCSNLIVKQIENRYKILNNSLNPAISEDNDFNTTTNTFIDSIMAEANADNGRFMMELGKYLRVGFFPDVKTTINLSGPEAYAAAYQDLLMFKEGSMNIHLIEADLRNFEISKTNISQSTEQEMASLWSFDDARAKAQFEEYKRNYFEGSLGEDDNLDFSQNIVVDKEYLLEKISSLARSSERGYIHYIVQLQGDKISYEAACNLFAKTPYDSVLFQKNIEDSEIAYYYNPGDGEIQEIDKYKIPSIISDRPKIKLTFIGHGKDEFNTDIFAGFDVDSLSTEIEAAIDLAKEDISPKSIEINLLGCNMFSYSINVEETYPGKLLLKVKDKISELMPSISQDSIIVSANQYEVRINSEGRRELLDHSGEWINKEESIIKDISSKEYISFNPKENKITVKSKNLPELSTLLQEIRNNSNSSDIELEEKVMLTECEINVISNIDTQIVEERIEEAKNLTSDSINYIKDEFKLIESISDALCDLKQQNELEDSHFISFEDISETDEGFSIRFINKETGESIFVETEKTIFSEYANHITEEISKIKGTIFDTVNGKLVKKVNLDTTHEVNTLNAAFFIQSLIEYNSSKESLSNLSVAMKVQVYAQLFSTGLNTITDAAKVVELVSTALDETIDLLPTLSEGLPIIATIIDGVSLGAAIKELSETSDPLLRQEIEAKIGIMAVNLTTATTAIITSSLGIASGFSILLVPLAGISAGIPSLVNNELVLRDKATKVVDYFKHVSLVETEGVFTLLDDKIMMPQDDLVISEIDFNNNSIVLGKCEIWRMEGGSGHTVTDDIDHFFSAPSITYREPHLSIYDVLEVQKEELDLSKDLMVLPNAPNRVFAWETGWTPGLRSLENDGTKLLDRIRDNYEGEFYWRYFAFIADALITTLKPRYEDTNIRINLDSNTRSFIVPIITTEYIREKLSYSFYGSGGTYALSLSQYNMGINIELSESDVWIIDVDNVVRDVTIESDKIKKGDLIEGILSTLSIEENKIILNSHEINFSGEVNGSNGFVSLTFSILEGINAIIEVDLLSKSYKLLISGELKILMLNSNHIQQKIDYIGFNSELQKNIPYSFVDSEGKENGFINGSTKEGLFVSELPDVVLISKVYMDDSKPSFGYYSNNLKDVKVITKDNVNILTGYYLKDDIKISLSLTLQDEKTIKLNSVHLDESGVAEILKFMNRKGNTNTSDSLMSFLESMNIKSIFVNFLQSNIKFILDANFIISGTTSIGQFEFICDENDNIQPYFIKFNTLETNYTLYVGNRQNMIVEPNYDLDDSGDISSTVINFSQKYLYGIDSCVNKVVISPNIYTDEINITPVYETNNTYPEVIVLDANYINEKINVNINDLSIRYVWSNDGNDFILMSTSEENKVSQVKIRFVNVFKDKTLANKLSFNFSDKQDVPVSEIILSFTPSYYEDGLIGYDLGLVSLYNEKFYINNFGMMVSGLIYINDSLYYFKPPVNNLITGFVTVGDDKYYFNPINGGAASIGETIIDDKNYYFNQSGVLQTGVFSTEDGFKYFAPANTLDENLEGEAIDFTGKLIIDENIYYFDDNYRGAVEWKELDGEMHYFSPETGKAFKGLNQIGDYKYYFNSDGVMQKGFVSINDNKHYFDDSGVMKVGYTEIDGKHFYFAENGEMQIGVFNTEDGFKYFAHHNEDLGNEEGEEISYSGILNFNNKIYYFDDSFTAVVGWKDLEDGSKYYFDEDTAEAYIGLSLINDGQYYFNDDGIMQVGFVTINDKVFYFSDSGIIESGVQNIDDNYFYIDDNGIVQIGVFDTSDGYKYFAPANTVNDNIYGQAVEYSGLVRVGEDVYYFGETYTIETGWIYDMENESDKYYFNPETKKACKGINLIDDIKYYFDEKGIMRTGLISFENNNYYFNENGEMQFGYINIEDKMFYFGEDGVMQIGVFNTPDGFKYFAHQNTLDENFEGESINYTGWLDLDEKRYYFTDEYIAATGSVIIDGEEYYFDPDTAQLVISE
# * = called active by the depositor. These rows are one share of the data; rates above refer to the full screens.
SMILES,TcdB inh
C[C@@H]1CN([C@H](C)CO)S(=O)(=O)c2ccc(C3=CCCC3)cc2O[C@@H]1CN(C)Cc1cccnc1,0.9
O=C(C1CC1)N1CCCCN2[C@H](CO)[C@@H](c3ccc(C#CC4CC4)cc3)[C@H]2C1,-1.3
C[C@H](CO)N1C[C@H](C)[C@H](CN(C)C(=O)NC2CCCCC2)OCc2ccccc2-c2c(n(C)c3ccccc23)C1=O,0.5
COCC(=O)N1[C@H](CO)[C@@H](c2ccc(-c3cccc(F)c3)cc2)[C@@H]1C#N,-0.8
CN(C)CC(=O)N[C@@H]1C=C[C@H](CC(=O)NCCN2CCCCC2)O[C@@H]1CO,-0.4
C[C@@H]1CN([C@@H](C)CO)C(=O)c2cc(NC(=O)c3ccncc3)ccc2O[C@@H](C)CCCCO[C@@H]1CN(C)C(=O)c1ccncc1,0.7
O=C(C1CCCCC1)N1CC(=O)N2[C@@H](CO)[C@H](c3ccc(-c4ccccc4F)cc3)[C@@H]2C1,0.5
CCC(=O)N(C)C[C@@H]1Oc2cc(Br)ccc2S(=O)(=O)N([C@@H](C)CO)C[C@H]1C,-0.1
CO[C@@H]1CN(C)C(=O)c2cc(NC(=O)Nc3cccc(F)c3)ccc2OC[C@H](C)N(C(=O)Nc2c(C)noc2C)C[C@@H]1C,-0.6
O=C(O)C[C@H]1C=C[C@@H](NC(=O)Nc2cc(F)ccc2F)[C@H](CO)O1,0.1
CNC[C@@H]1Oc2ccc(NC(=O)Nc3ccc(C(F)(F)F)cc3)cc2CC(=O)N([C@@H](C)CO)C[C@@H]1C,0.2
C[C@@H]1CN([C@@H](C)CO)C(=O)Cc2cc(NC(=O)CCN3CCOCC3)ccc2O[C@@H]1CN(C)Cc1ccc(C(=O)Nc2ccccc2N)cc1,0.3
CCCC#Cc1cnc2c(c1)C(=O)N([C@H](C)CO)C[C@H](C)[C@H](CN(C)C(=O)Cc1cccnc1)O2,0.7
COc1ccc(CN(C)C[C@@H]2Oc3c(NC(=O)Nc4ccccc4)cccc3C(=O)N([C@@H](C)CO)C[C@@H]2C)cc1,0.8
C[C@H](CO)N1C[C@H](C)[C@H](CN(C)C(=O)c2ccncc2)Oc2cc(C#C[C@@H](C)O)ccc2S1(=O)=O,-0.2
CO[C@@H]1CN(C)C(=O)c2cc(NC(=O)Nc3cccc(F)c3)ccc2OC[C@@H](C)N(C(C)=O)C[C@H]1C,0.1
Cc1ccc(S(=O)(=O)N(C)C[C@H]2Oc3ncc(C#CCC(C)C)cc3C(=O)N([C@@H](C)CO)C[C@@H]2C)cc1,0.2
CN(C)c1ccc2c(c1)[C@H]1C[C@H](CC(=O)NCc3ccc4c(c3)OCO4)O[C@H](CO)[C@H]1O2,-32.0
C[C@@H]1CN([C@H](C)CO)C(=O)c2cc(NC(=O)Nc3ccc(F)cc3)ccc2O[C@@H]1CN(C)C(=O)Nc1ccc(F)cc1,1.1
COc1ccccc1C(=O)N1C[C@H]2[C@@H](c3ccccc31)[C@H](CO)N2C(=O)Cc1cccnc1,-0.2
CCC(=O)N1[C@H](C(=O)Nc2nccs2)[C@@H](CO)[C@@H]2Cn3c(ccc(/C=C/c4ccccc4)c3=O)[C@@H]21,0.9
COc1cccc(NC(=O)N2CC3(C2)[C@H](c2ccccc2)[C@H](CO)N3C(C)=O)c1,-0.7
C[C@@H]1CCCCO[C@@H](CN(C)C(=O)NC2CCCCC2)[C@@H](C)CN([C@H](C)CO)C(=O)c2cc(NS(=O)(=O)c3ccc(F)cc3)ccc2O1,1.0
COc1ccc(NC(=O)Nc2ccc3c(c2)CC(=O)N([C@@H](C)CO)C[C@H](C)[C@@H](CN(C)C(=O)NC(C)C)O3)cc1,-3.1
O=C(C[C@H]1C[C@H]2c3cc(NS(=O)(=O)c4ccc(F)cc4)ccc3O[C@H]2[C@@H](CO)O1)NCCN1CCCCC1,-0.6
O=C(Nc1cccc(F)c1)N1CC(=O)N2[C@@H](CO)[C@H](c3ccc(-c4cccc(F)c4)cc3)[C@@H]2C1,0.5
CCNC(=O)C[C@@H]1CC[C@@H]2[C@H](COC[C@@H](O)CN2Cc2ccncc2)O1,0.4
CCN(C[C@@H]1N[C@@H](CO)[C@H]1c1ccc(-c2cccc(C#N)c2)cc1)C(C)=O,0.5
CO[C@@H]1CN(C)C(=O)c2cc(NC(=O)C3CC3)ccc2OC[C@@H](C)N(C(=O)c2ccncc2)C[C@@H]1C,-1.0
C[C@H](CO)N1C[C@H](C)[C@H](CN(C)CC2CCCCC2)Oc2ccc(NC(=O)Cn3cnnn3)cc2CC1=O,0.2
CCCC#Cc1ccc2c(c1)O[C@@H](CN(C)C(=O)C1CC1)[C@H](C)CN([C@@H](C)CO)S2(=O)=O,-1.2
CCCC#Cc1cnc2c(c1)C(=O)N([C@@H](C)CO)C[C@H](C)[C@H](CN(C)Cc1ccc3c(c1)OCO3)O2,-0.9
CC(C)C#Cc1cnc2c(c1)C(=O)N([C@H](C)CO)C[C@@H](C)[C@H](CN(C)C(=O)Cc1ccncc1)O2,0.3
C[C@@H]1CN([C@@H](C)CO)C(=O)c2cccc(NC(=O)CCCCCC(=O)Nc3ccccc3N)c2O[C@@H]1CN(C)C,-1.2
O=C(c1cccc(F)c1)N1C[C@H]2[C@@H](c3ccccc31)[C@@H](CO)N2C(=O)Cc1ccccc1,0.1
Cc1noc(C)c1S(=O)(=O)Nc1ccc2c(c1)C(=O)N([C@H](C)CO)C[C@H](C)[C@H](CN(C)Cc1ccc3c(c1)OCO3)OCCCC[C@H](C)O2,0.4
COc1ccc(NC(=O)Nc2ccc3c(c2)CC(=O)N([C@H](C)CO)C[C@H](C)[C@@H](CN(C)CC2CCCCC2)O3)cc1,-1.1
CCCNC(=O)N1CC2(C1)CN(C(=O)CN1CCOCC1)[C@@H](CO)c1[nH]c3cc(OC)ccc3c12,-1.7
CCCN1C[C@H](C)[C@H](OC)CN(C)C(=O)c2ccc(NC(=O)Nc3c(C)noc3C)cc2OC[C@H]1C,0.4
C[C@H](CO)N1C[C@H](C)[C@@H](CN(C)C(=O)Nc2ccccc2)Oc2ccc(NC(=O)Nc3ccc(C(F)(F)F)cc3)cc2CC1=O,0.7
C[C@H]1CN([C@@H](C)CO)C(=O)Cc2cc(NC(=O)CCC(F)(F)F)ccc2O[C@@H]1CN(C)C(=O)Nc1ccccc1,0.6
CC(C)CC#Cc1ccc([C@H]2[C@@H](CO)N3C(=O)CN(C(=O)c4ccc5c(c4)OCO5)C[C@H]23)cc1,1.6
O=C([C@H]1[C@H](CO)[C@H]2Cn3c(cccc3=O)[C@H]2N1Cc1ccccc1Cl)N1CCCCC1,0.1
C[C@H]1CN([C@@H](C)CO)S(=O)(=O)c2ccc(-c3cccnc3)cc2O[C@@H]1CN(C)Cc1ccncc1,0.5
CCCNC(=O)C[C@H]1C[C@H]2c3cc(NC(=O)CC4CC4)ccc3O[C@H]2[C@H](CO)O1,-2.3
CO[C@H]1CN(C)C(=O)c2cc(NC(=O)Nc3cc(F)ccc3F)ccc2OC[C@@H](C)NC[C@@H]1C,0.6
C[C@@H](NC(=O)C[C@H]1CC[C@H]2[C@@H](COC[C@@H](O)CN2C)O1)c1ccccc1,-2.1
C[C@H]1CN([C@@H](C)CO)C(=O)c2cccc(NC(=O)C3CCCCC3)c2O[C@@H]1CN(C)S(=O)(=O)c1cccs1,0.8

# Twelve structures from above, arranged by number of heavy atoms, lowest first.
SMILES,TcdB inh
O=C(O)C[C@H]1C=C[C@@H](NC(=O)Nc2cc(F)ccc2F)[C@H](CO)O1,0.1
CCNC(=O)C[C@@H]1CC[C@@H]2[C@H](COC[C@@H](O)CN2Cc2ccncc2)O1,0.4
CCC(=O)N(C)C[C@@H]1Oc2cc(Br)ccc2S(=O)(=O)N([C@@H](C)CO)C[C@H]1C,-0.1
CCCC#Cc1ccc2c(c1)O[C@@H](CN(C)C(=O)C1CC1)[C@H](C)CN([C@@H](C)CO)S2(=O)=O,-1.2
COc1ccccc1C(=O)N1C[C@H]2[C@@H](c3ccccc31)[C@H](CO)N2C(=O)Cc1cccnc1,-0.2
C[C@@H]1CN([C@H](C)CO)S(=O)(=O)c2ccc(C3=CCCC3)cc2O[C@@H]1CN(C)Cc1cccnc1,0.9
CCCNC(=O)N1CC2(C1)CN(C(=O)CN1CCOCC1)[C@@H](CO)c1[nH]c3cc(OC)ccc3c12,-1.7
CCCC#Cc1cnc2c(c1)C(=O)N([C@@H](C)CO)C[C@H](C)[C@H](CN(C)Cc1ccc3c(c1)OCO3)O2,-0.9
C[C@H](CO)N1C[C@H](C)[C@H](CN(C)CC2CCCCC2)Oc2ccc(NC(=O)Cn3cnnn3)cc2CC1=O,0.2
C[C@H]1CN([C@@H](C)CO)C(=O)Cc2cc(NC(=O)CCC(F)(F)F)ccc2O[C@@H]1CN(C)C(=O)Nc1ccccc1,0.6
COc1ccc(NC(=O)Nc2ccc3c(c2)CC(=O)N([C@H](C)CO)C[C@H](C)[C@@H](CN(C)CC2CCCCC2)O3)cc1,-1.1
C[C@@H]1CN([C@@H](C)CO)C(=O)Cc2cc(NC(=O)CCN3CCOCC3)ccc2O[C@@H]1CN(C)Cc1ccc(C(=O)Nc2ccccc2N)cc1,0.3

# The list continues:
SMILES,TcdB inh
CCCN(C)C[C@H]1Oc2cc(C#Cc3cccnc3)ccc2S(=O)(=O)N([C@H](C)CO)C[C@@H]1C,-0.9
C[C@H](CO)N1C[C@H](C)[C@@H](CN(C)Cc2ccc(Cl)c(Cl)c2)Oc2c(NS(=O)(=O)c3ccc(Cl)cc3)cccc2C1=O,0.1
COc1ccc(NC(=O)N(C)C[C@@H]2Oc3ccc(N(C)C)cc3CC(=O)N([C@H](C)CO)C[C@H]2C)cc1,-9.6
Cc1noc(C)c1NC(=O)N(C)C[C@@H]1Oc2ccc(NC(=O)Nc3ccccc3)cc2C(=O)N([C@@H](C)CO)C[C@@H]1C,-0.7
CO[C@H]1CN(C)C(=O)c2cc(NC(C)=O)ccc2OC[C@@H](C)N(C(=O)Cc2ccccn2)C[C@@H]1C,0.3
CCCNC(=O)Nc1ccc2c(c1)C(=O)N(C)C[C@H](OC)[C@@H](C)CN(C(=O)C1CCC1)[C@@H](C)CO2,0.6
COC(=O)C[C@H]1CC[C@H]2[C@@H](COc3ccc(NS(=O)(=O)c4ccc(F)cc4)cc3C(=O)N2C)O1,0.5
C[C@@H]1CCCCO[C@H](CN(C)S(=O)(=O)c2ccc(F)cc2)[C@H](C)CN([C@@H](C)CO)C(=O)c2cc(NC(=O)NC3CCCCC3)ccc2O1,0.3
C[C@H]1CN([C@@H](C)CO)C(=O)Cc2cc(NC(=O)C3CCCCC3)ccc2O[C@H]1CN(C)Cc1ccc(Cl)c(Cl)c1,-1.5
CN(C)C(=O)C[C@@H]1CC[C@H]2[C@@H](COc3ccc(NC(=O)C4CCC4)cc3C(=O)N2C)O1,-0.1
C[C@H](CO)N1C[C@H](C)[C@@H](CN(C)Cc2ccc(Cl)c(Cl)c2)Oc2c(NC(=O)Nc3ccccc3)cccc2C1=O,0.2
O=C(C[C@@H]1CC[C@@H]2[C@H](COC[C@H](O)CN2Cc2nccs2)O1)NCc1ccccc1F,0.2
COC(=O)[C@]1(CO)N=C(c2ccc(OCCCO)cc2)O[C@@H]1c1ccccc1CN=[N+]=[N-],-4.6
CC(C)NC(=O)Nc1ccc2c(c1)C(=O)N([C@@H](C)CO)C[C@@H](C)[C@@H](CN(C)CC1CCCCC1)OCCCC[C@@H](C)O2,-0.6
O=C(NCc1ccccc1)[C@@H]1N[C@@H]2c3cccc(=O)n3C[C@@H]2[C@H]1CO,0.9
C[C@H](NC(=O)C[C@H]1CC[C@@H](NC(=O)Nc2ccc3c(c2)OCO3)[C@H](CO)O1)c1ccccc1,0.3
C[C@H]1CN([C@@H](C)CO)C(=O)Cc2cc(NS(=O)(=O)c3ccccc3)ccc2O[C@H]1CN(C)C,-4.9
COCC(=O)Nc1ccc2c(c1)OC[C@@H](C)N(C)C[C@H](C)[C@@H](OC)CN(C)C2=O,-0.4
O=C(C1CC1)N1C[C@@H]2[C@H](c3ccccc31)[C@@H](CO)N2S(=O)(=O)c1ccccc1,0.4
C[C@@H]1CN([C@H](C)CO)C(=O)Cc2cc(NC(=O)Cc3ccccc3)ccc2O[C@@H]1CN(C)C(=O)Nc1ccc2c(c1)OCO2,0.3
C[C@@H]1CN([C@H](C)CO)S(=O)(=O)c2ccc(C#CC3(O)CCCC3)cc2O[C@H]1CN(C)C(=O)c1ccncc1,0.8
CCC(=O)Nc1ccc2c(c1)C(=O)N(C)[C@@H]1CC[C@H](CC(=O)NCC3CC3)O[C@H]1CO2,-0.4
C[C@H](CO)N1C[C@H](C)[C@H](CN(C)C(=O)c2ccccn2)Oc2ncc(-c3cccc(F)c3)cc2C1=O,0.0
O=C(C[C@H]1C=C[C@@H](NC(=O)Nc2ccc(C(F)(F)F)cc2)[C@H](CO)O1)NCc1ccccn1,-1.0
CCCNC(=O)N1CC2(CN(C(=O)C3CC3)C2)c2c([nH]c3cc(OC)ccc23)[C@H]1CO,0.3
COCC(=O)Nc1ccc2c(c1)[C@@H]1C[C@@H](CC(=O)NCC3CC3)O[C@H](CO)[C@@H]1O2,-1.1
O=C(NCc1ccccc1F)[C@@H]1N[C@@H]2c3ccc(-c4ccccc4F)c(=O)n3C[C@@H]2[C@H]1CO,-15.8
C[C@@H]1CN([C@@H](C)CO)C(=O)Cc2cc(NS(=O)(=O)c3cccs3)ccc2O[C@H]1CN(C)S(=O)(=O)c1ccc(F)cc1,-0.6
O=C(Nc1ccccc1)N1CCCCN2[C@H](C1)[C@H](c1ccc(C#CC3CC3)cc1)[C@@H]2CO,-7.8
C[C@H]1CN([C@@H](C)CO)C(=O)c2cccc(NS(=O)(=O)c3cn(C)cn3)c2O[C@@H]1CN(C)C(=O)NC1CCCCC1,-0.3
C[C@H](CO)N1C[C@H](C)[C@@H](CN(C)S(=O)(=O)c2cccs2)Oc2c(NC(=O)c3nc4ccccc4s3)cccc2C1=O,0.2
COC(=O)C[C@H]1CC[C@@H](NC(=O)c2ccccc2)[C@H](CO)O1,0.4
COCC(=O)N(C)C[C@H]1Oc2ncc(C3=CCCCC3)cc2C(=O)N([C@@H](C)CO)C[C@@H]1C,0.0
O=S(=O)(NC1CCN(Cc2ccc(OCCO)cc2)CC1)c1cc(Cl)ccc1Cl,-16.6
COc1ccc(CN(C)C[C@H]2OCc3cnnn3CCCC(=O)N([C@@H](C)CO)C[C@H]2C)cc1,1.2
CC(C)CC#Cc1cnc2c(c1)C(=O)N([C@@H](C)CO)C[C@H](C)[C@H](CN(C)Cc1ccccn1)O2,-5.2

# From PubChem
